# Screening results deposited in PubChem BioAssay by Sanford-Burnham Center for Chemical Genomics.
# SIAH1 antagonists: blockers of Siah-1 interaction with plectin peptide – biochemical, fluorescence polarization, rhodamine-plectin, uHTS, primary screen (AID 1817); Siah-1 / rhodamine-plectin peptide fluorescence polarization; higher % means a stronger effect; displacement, % at 20 µM, or IC50 in µM where a hit was titrated; hit rate 0.02% among 290,000;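 active = displacement of at least 50% at 20 µM, with a fluorescence ratio check between 0.3 and a set limit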;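 also: plate controls were Siah plus tracer with DMSO for no effect and tracer alone without Siah for full effect; strong numbers were not always called active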
# AID2073: inhibitors of Mint1-CaV2.2 protein interaction, biochemical, HTRF (AID 2073). HTRF protein-protein interaction, Mint1-CaV2.2; higher % means a stronger effect. inhibition, % at 20 µM; hits with a dose series show IC50 in µM. hit rate 0.19% among 290,000; in the data active = inhibition mostly above about 51%, no sharp cut-off; also: some results filed as inactive read as strong as hits
# KOR beta-arrestin-1: KOR antagonists, beta-arrestin recruitment, cell-based, luminescence, uHTS (AID 1778). KOR beta-arrestin recruitment, luminescence, antagonist mode; higher % means a stronger effect. inhibition, % at 10 µM, or IC50 in µM where a hit was titrated. hit rate 0.091% among 290,000; in the data active = inhibition above about 50%; also: strong numbers were not always called active
# GPR55 activation: selective activators of receptor GPR55 – imaging, U2OS cells, beta-arrestin-GFP redistribution, primary screen (AID 1961) | U2OS GPR55 beta-arrestin-GFP redistribution imaging; higher % means a stronger effect | one-dose activation, % at 10 µM; EC50 in µM for titrated hits | hit rate 0.048% among 290,000;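 active = activation above 40% with more than 50 cells counted in the well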;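 also: U2OS osteosarcoma cells stably expressing GPR55 and beta-arrestin-GFP; plate controls were DMSO negative control for no effect and LPI positive control for full effect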
# HIV fusion peptide: cell-free HIV fusion peptide-binding blockers – biochemical, uHTS, fluorescence dequenching, primary screen (AID 1986); cell-free peptide binding, fluorescence dequenching, 30 min; higher % means a stronger effect; inhibition, % at 20 µM; hits with a dose series show IC50 in µM; hit rate 0.3% among 290,000; in the data active = inhibition mostly above about 52%, no sharp cut-off; inactive = mostly below about 76%; also: some results filed as inactive read as strong as hits
# NOD1 NF-kB reporter: inhibition of NOD1-driven NF-kB reporter – cell-based, luminescence, uHTS, primary screen (AID 1578); NOD1-driven NF-kB luciferase reporter cells, luminescence; higher % means a stronger effect; inhibition, % at 4 µM, or EC50 in µM where a hit was titrated; hit rate 1% among 290,000; in the data active = inhibition mostly above about 36%, no sharp cut-off; inactive = mostly below about 34%;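 also: HEK-293T reporter cells stimulated with the NOD1 agonist gamma-tri-DAP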
# GPR35 antagonists: inhibition of zaprinast-stimulated GPR35 beta-arrestin translocation – imaging, U2OS, beta-arrestin-GFP, zaprinast agonist, primary screen (AID 2058); U2OS GPR35 beta-arrestin-GFP translocation imaging, zaprinast antagonism; higher % means a stronger effect; inhibition, % at 10 µM; hits with a dose series show IC50 in µM; hit rate 0.052% among 290,000;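 active = inhibition of at least 50% with at least 30 cells and total cytoplasm GFP at most 10,000,000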
# KOR beta-arrestin-2: KOR agonists, beta-arrestin recruitment, primary screen, cell-based, luminescence, uHTS (AID 1777) | one-dose activation, % at 10 µM; EC50 in µM for titrated hits | hit rate 0.02% among 280,000 | KOR beta-arrestin recruitment, luminescence; higher % means a stronger effect; in the data active = activation above about 50%, passing the limit was not always enough; also: a part of the inactive calls stands beside numbers as strong as those of hits
# GPR55 LPI antagonism: inhibition of LPI-stimulated GPR55 beta-arrestin translocation – imaging, U2OS, beta-arrestin-GFP, LPI agonist, primary screen (AID 2013). U2OS GPR55 beta-arrestin-GFP translocation imaging, LPI antagonism; higher % means a stronger effect. one-dose inhibition, % at 10 µM; IC50 in µM for titrated hits. hit rate 0.13% among 290,000;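 active = spots per cell inhibited over 60%, with over 100 cells counted and total cytoplasm intensity under 500,000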;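 also: U2OS cells stably carrying GPR55 and arrestin-GFP stimulated by 5 µM LPI near EC80; imaged beta-arrestin-GFP aggregate spots per cell after agonist stimulation; plate controls were LPI-stimulated DMSO wells for no effect and DMSO wells without LPI for full effect; some results filed as inactive read as strong as hits; confirmed hits need IC50 under 10 µM and bright autofluorescent wells are also inconclusive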
# An asterisk follows results filed as active; · = not tested or not shown; [ ] = remark or other dose. These rows are one share of the data; count on the stated rates, not on these rows.
item	Molecule	SIAH1 antagonists	AID2073	KOR beta-arrestin-1	GPR55 activation	HIV fusion peptide
1	Clc1ccc(OCCCCN2CCc3ccccc3C2)cc1	-2%	-4%	-65%[20 µM]	-0.1%	1.2%
2	O=C(/C=C/c1cccs1)NC(=S)NNC(=O)c1ccccc1O	-10%	27%	-2%	-0.2%	22%
3	O=C(CCSc1ccc(Cl)cc1)c1ccco1	0%	-16%	-26%	-0.1%	-1.0%
4	CCCCN(CC)CCCNC(=O)C1c2ccccc2C(=O)N(C)C1c1cn(C)c2ccccc12 (configuration not stated)	-4%	3%	·	0.3%	-3.2%
5	CC(=O)c1ccc(S(=O)(=O)N2CCN(CC#N)CC2)cc1	0%	6%	5%	-0.3%	0.4%
6	CNC(=O)c1ccccc1Sc1ccccc1C#N	-1%	17%	-17%	-0.3%	-0.2%
7	Fc1ccccc1Cc1noc(CN(Cc2ccccn2)CC2CCCO2)n1 (configuration not stated)	-3%	9%	-8%	0.4%	0.1%
8	COc1ccc(OC)c(Nc2nc(C)nc3c2oc2ccccc23)c1	1%	13%	-12%	0.3%	-1.3%
9	O=C1CCCc2ccccc2N1Cc1cccc(Cl)c1	-1%	2%	-14%	-0.1%	-3.6%
10	Cn1c(-c2ccccc2)c(C=O)c2ccccc21	6%	5%	-48%	0.2%	1.2%

item	NOD1 NF-kB reporter	GPR35 antagonists	KOR beta-arrestin-2	GPR55 LPI antagonism
1	-24%	-4%	-0.3%	4%
2	27%	-1%	-4.9%	-6%
3	1%	-8%	-1.9%	4%
4	6%	-11%	0.3%	11%
5	-2%	-6%	-2.3%	-6%
6	-37%	5%	2.5%	-6%
7	-17%	13%	56%	-8%
8	-8%	18%	7.1%	5%
9	-1%	0%	6.5%	13%
10	-55%	2%	1.2%	0%

item	Molecule	SIAH1 antagonists	AID2073	KOR beta-arrestin-1	GPR55 activation	HIV fusion peptide
11	Cc1ccc(-c2nc3c(c(=O)[nH]c(=O)n3Cc3ccccc3)n2C)s1	4%	41%	-10%	-0.2%	4.3%
12	CC(C)[C@H](N)C(=O)NC[C@H]1CC[C@H](C(=O)N[C@@H](Cc2ccccc2)C(=O)O)CC1	-6%	30%	-5%	-0.1%	-0.8%
13	C/C=C(\C)C(=O)Nc1cccc(C2=NOC3(C2)C[C@H](C(N)=O)N(C(=O)c2cc([N+](=O)[O-])cc([N+](=O)[O-])c2)C3)c1 (some centres not stated)	1%	-5%	18%	-0.1%	-1.8%
14	O=C(COC(=O)c1ccc(Cl)c(S(=O)(=O)N2CCCC2)c1)NCc1cccs1	7%	4%	-15%	0.1%	1.0%
15	COc1cccc(/C=N\NC(C)=O)c1OC/C=C/c1ccccc1	9%	6%	3%	-0.1%	0.3%
16	O=C(N=NC(=O)c1ccc2c(O)n(CC3CCCO3)c(O)c2c1)c1cccnc1 (configuration not stated)	4%	5%	26%	-0.1%	-1.1%
17	Cc1ccc(N(CC(=O)NC(C)C)C(=O)CCC(=O)Nc2nccs2)cc1	7%	-3%	11%[20 µM]	-0.2%	1.8%
18	C=CCN1C(=O)C(C)S/C1=N\S(=O)(=O)c1ccc(Cl)cc1 (configuration not stated)	-5%	-7%	-32%	0.0%	1.5%
19	Cc1ccc(S(=O)(=O)NC(=O)Nc2cc(C)on2)cc1	3%	-4%	-42%[20 µM]	0.2%	-1.2%
20	CC(C(=O)NC1=NCCS1)N1C(=O)C2CC=CCC2C1=O (configuration not stated)	3%	24%	24%	0.0%	-1.4%

item	NOD1 NF-kB reporter	GPR35 antagonists	KOR beta-arrestin-2	GPR55 LPI antagonism
11	-9%	8%	2.6%	5%
12	1%	11%	-3.2%	1%
13	-1%	-11%	-2.5%	-1%
14	-28%	0%	-4.7%	-8%
15	-17%	12%	-0.3%	13%
16	-4%	2%	-4.4%	0%
17	-28%	-6%	-9.0%	-5%
18	32%	7%	6.6%	-7%
19	-21%	-3%	0.3%	9%
20	-3%	1%	-7.4%	-16%

item	Molecule	SIAH1 antagonists	AID2073	KOR beta-arrestin-1	GPR55 activation	HIV fusion peptide
21	CC(C)(CO)NCc1cccc(OCc2ccc(Cl)cc2)c1	2%	-5%	-3%	0.8%	1.8%
22	O=C(/C=C/c1ccc(F)cc1)NC(=S)NNC(=O)[C@H]1C[C@@H]1c1ccccc1	-6%	-5%	-15%	-0.2%	0.7%
23	COc1cc(C(c2c(C)[nH][nH]c2=O)c2c(C)[nH][nH]c2=O)ccc1OS(=O)(=O)c1ccccc1	-6%	-6%	26%	0.0%	1.1%
24	CCC(C)(C)NC(=O)C(c1ccc(OC)cc1)N(Cc1cccs1)C(=O)CCC(=O)Nc1cc(C)on1 (configuration not stated)	-2%	10%	-38%	0.0%	-0.7%
25	CCOC(=O)CSC(CC)C(=O)Nc1nnc(CC)s1 (configuration not stated)	1%	4%	-13%	-0.1%	3.3%
26	CN(C(=O)COC(=O)c1cc([N+](=O)[O-])ccc1N1CCCC1)C1CCS(=O)(=O)C1 (configuration not stated)	-2%	1%	6%	0.2%	-0.9%
27	COCCCNC(=O)CN(Cc1ccc(Cl)cc1)S(C)(=O)=O	2%	-8%	35%	-0.2%	-1.0%
28	Cn1nc(C(=O)Nc2ccc(S(=O)(=O)N3CCCC3)cc2)ccc1=O	4%	2%	0%	0.0%	-0.4%
29	COc1cc(OC)cc(C(=O)NNC(=O)CCC(=O)c2cccs2)c1	2%	0%	-5%	0.0%	0.4%
30	CCn1c(SCC(=O)Nc2ccccc2N2CCOCC2)nnc1-c1ccccc1O	2%	2%	22%	0.1%	-1.3%

item	NOD1 NF-kB reporter	GPR35 antagonists	KOR beta-arrestin-2	GPR55 LPI antagonism
21	-45%	14%	6.8%	7%
22	-4%	0%	1.0%	-9%
23	0%	13%	-3.7%	-3%
24	6%	29%	2.3%	4%
25	-3%	-2%	-0.5%	4%
26	-36%	20%	-0.8%	-6%
27	-21%	2%	0.0%	2%
28	9%	-5%	-5.0%	6%
29	-21%	1%	3.9%	18%
30	-18%	-2%	-0.8%	15%

item	Molecule	SIAH1 antagonists	AID2073	KOR beta-arrestin-1	GPR55 activation	HIV fusion peptide
31	CCc1cc(=O)oc2cc(OC(C)=O)cc(OC(C)=O)c12	-2%	38%	-2%	0.2%	0.3%
32	CCOC(=O)C1(CCCc2ccccc2)CCN(C(=O)Cc2nonc2C)CC1	5%	11%	-2%	-0.2%	-1.6%
33	COC(=O)COC(=O)c1ccccc1NC(=O)c1ccccc1	-1%	5%	24%	-0.3%	2.9%
34	COc1ccc(N(Cc2cc3ccccc3[nH]c2=O)S(=O)(=O)c2ccc(C)cc2)cc1	-5%	4%	-7%[20 µM]	0.4%	-1.5%
35	CCOc1ccc(S(=O)(=O)Oc2ccc3ccccc3c2)cc1	-5%	24%	9%	0.4%	-0.4%
36	O=C(NC1CCN(CC(=O)N(c2ccccc2)c2ccccc2)CC1)c1ccc([N+](=O)[O-])cc1	-3%	9%	11%	0.6%	-1.0%
37	O=[N+]([O-])c1ccccc1-c1cc(-c2cc(Cl)ccc2O)n[nH]1	1%	13%	-5%	0.5%	6.6%
38	COc1ccc(OC)c(CN2C(=O)c3ccccc3C2C(=O)NCc2cccnc2)c1 (configuration not stated)	2%	21%	12%	0.2%	0.0%
39	O=C(NCc1ccccn1)c1cc(-c2ccccc2Cl)on1	-3%	-6%	4%	-0.1%	-2.1%
40	Cc1cc(SCC(=O)NCCN2C(=O)CSC2=O)nc2ccccc12	1%	-4%	-16%	0.2%	-1.2%

item	NOD1 NF-kB reporter	GPR35 antagonists	KOR beta-arrestin-2	GPR55 LPI antagonism
31	42%*	-6%	2.1%	-12%
32	-18%	6%	-3.6%	-5%
33	-5%	3%	-1.3%	6%
34	20%	-10%	-5.2%	2%
35	-1%	7%	-2.5%	-8%
36	-22%	-9%	-6.5%	-5%
37	-37%	-6%	5.7%	-1%
38	-14%	-1%	-3.4%	4%
39	-1%	-10%	0.3%	4%
40	5%	9%	-2.8%	10%

item	Molecule	SIAH1 antagonists	AID2073	KOR beta-arrestin-1	GPR55 activation	HIV fusion peptide
41	O=C(CCN1CCCCCC1)Nc1ccc(F)c(F)c1	-1%	-5%	-31%	-1.0%	-1.5%
42	Cn1c(CSc2nc3ccccc3n2C)nc2ccccc21	-1%	13%	1%	0.3%	-1.5%
43	COc1ccc(NC2CCCN(C(=O)c3ccccc3N3CCOCC3)C2)cc1OC (configuration not stated)	-3%	2%	17%	-0.1%	2.6%
44	Cc1cc(C)n(-c2ccc(NC(=O)C3CCCCN3C(=O)c3occc3C)cc2)n1 (configuration not stated)	2%	0%	29%	0.0%	0.8%

item	NOD1 NF-kB reporter	GPR35 antagonists	KOR beta-arrestin-2	GPR55 LPI antagonism
41	-8%	-3%	-2.4%	-2%
42	1%	1%	-2.9%	0%
43	-11%	11%	-0.2%	13%
44	-27%	2%	-3.8%	3%

# Ordered by length of the SMILES (ascending): 8 of the compounds above
item	Molecule	SIAH1 antagonists	AID2073	KOR beta-arrestin-1	GPR55 activation	HIV fusion peptide
41	O=C(CCN1CCCCCC1)Nc1ccc(F)c(F)c1	-1%	-5%	-31%	-1.0%	-1.5%
42	Cn1c(CSc2nc3ccccc3n2C)nc2ccccc21	-1%	13%	1%	0.3%	-1.5%
35	CCOc1ccc(S(=O)(=O)Oc2ccc3ccccc3c2)cc1	-5%	24%	9%	0.4%	-0.4%
40	Cc1cc(SCC(=O)NCCN2C(=O)CSC2=O)nc2ccccc12	1%	-4%	-16%	0.2%	-1.2%
43	COc1ccc(NC2CCCN(C(=O)c3ccccc3N3CCOCC3)C2)cc1OC (configuration not stated)	-3%	2%	17%	-0.1%	2.6%
37	O=[N+]([O-])c1ccccc1-c1cc(-c2cc(Cl)ccc2O)n[nH]1	1%	13%	-5%	0.5%	6.6%
34	COc1ccc(N(Cc2cc3ccccc3[nH]c2=O)S(=O)(=O)c2ccc(C)cc2)cc1	-5%	4%	-7%[20 µM]	0.4%	-1.5%
36	O=C(NC1CCN(CC(=O)N(c2ccccc2)c2ccccc2)CC1)c1ccc([N+](=O)[O-])cc1	-3%	9%	11%	0.6%	-1.0%

item	NOD1 NF-kB reporter	GPR35 antagonists	KOR beta-arrestin-2	GPR55 LPI antagonism
41	-8%	-3%	-2.4%	-2%
42	1%	1%	-2.9%	0%
35	-1%	7%	-2.5%	-8%
40	5%	9%	-2.8%	10%
43	-11%	11%	-0.2%	13%
37	-37%	-6%	5.7%	-1%
34	20%	-10%	-5.2%	2%
36	-22%	-9%	-6.5%	-5%
